# Screening results as filed in PubChem.
# FAK blocker = FAK (human) kinase inhibition; 97,000 tested, 0.84% active; biochemical FAK kinase activity assay; inhibition, %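 (tested at 7 µM)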; Q05397; in the data active = inhibition above about 19%;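 also: 0% = DMSO and 100% = reference compound high control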
# Target sequence (Q05397 whole entry, looked up): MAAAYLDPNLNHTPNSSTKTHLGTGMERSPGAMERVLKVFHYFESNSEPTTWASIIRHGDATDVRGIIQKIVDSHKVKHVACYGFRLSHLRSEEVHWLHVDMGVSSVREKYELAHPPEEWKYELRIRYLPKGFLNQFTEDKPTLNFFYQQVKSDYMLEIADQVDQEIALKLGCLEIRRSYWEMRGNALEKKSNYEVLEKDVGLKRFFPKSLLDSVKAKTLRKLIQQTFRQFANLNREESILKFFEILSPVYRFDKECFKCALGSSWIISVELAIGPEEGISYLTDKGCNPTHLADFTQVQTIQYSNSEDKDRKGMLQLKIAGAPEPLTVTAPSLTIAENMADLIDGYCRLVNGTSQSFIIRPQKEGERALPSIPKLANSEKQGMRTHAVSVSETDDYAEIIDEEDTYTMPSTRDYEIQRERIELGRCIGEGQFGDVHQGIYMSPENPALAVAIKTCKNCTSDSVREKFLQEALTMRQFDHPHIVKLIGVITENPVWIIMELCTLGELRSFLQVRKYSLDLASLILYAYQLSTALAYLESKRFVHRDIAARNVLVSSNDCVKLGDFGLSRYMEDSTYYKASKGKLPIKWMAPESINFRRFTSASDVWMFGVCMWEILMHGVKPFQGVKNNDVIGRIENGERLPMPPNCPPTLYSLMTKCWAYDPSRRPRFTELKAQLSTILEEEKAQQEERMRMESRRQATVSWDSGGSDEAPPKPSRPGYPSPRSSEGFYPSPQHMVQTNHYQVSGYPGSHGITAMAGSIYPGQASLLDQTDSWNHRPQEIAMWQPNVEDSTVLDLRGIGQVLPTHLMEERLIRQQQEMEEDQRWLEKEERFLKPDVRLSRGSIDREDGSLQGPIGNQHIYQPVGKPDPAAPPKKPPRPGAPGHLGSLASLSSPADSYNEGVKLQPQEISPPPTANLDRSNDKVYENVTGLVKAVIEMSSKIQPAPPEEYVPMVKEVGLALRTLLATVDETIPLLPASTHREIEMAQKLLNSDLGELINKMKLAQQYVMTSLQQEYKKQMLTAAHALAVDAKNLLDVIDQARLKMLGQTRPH
# HIV Rev-RRE inh = HIV Rev-RRE protein-RNA interaction inhibition; 97,000 tested, 0.79% active; inhibition, % at 8 µM; Rev peptide-RRE RNA binding, FRET;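 active = inhibition above the screen-wide mean plus 3 SD, cut at about 35% in these data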;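 also: 0% = median DMSO wells and 100% = median Neomycin B control wells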
#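 Assay system: labelled RRE RNA duplex and labelled Rev peptide / Medium: HEPES pH 7.5 salt buffer with EDTA / Reagent: labelled Rev peptide / Schedule: 5 + 15 min at 25 °C / Signal: FRET, excitation 480 nm, emission 540 nm donor and 671 nm acceptor / Benchmarks: DMSO and neomycin B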
# S1P2 antag = antagonists of human S1P2 receptor | cell-based S1P2 antagonist assay, inhibition at 5 uM | inhibition, % at 5 µM | O95136 | 97,000 tested, 0.21% active; in the data active = inhibition above about 45%;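 also: CRE beta-lactamase reporter cells expressing human S1P2 stimulated with S1P; 0% = agonist at EC80 alone and 100% = agonist plus reference antagonist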
# PLAP activator = human PLAP activation. 96,000 tested, 1.2% active. P05187. AID 696. activation fold at 20 µM. purified PLAP enzyme, luminescent substrate read-out; stronger effect = higher value; in the data active = activation fold above about 2
# MT1-MMP txn act = MT1-MMP promoter transcription activation; HT1080 MT1-MMP promoter luciferase reporter, luminescence, overnight; stronger effect = higher value; activation factor at 10 µM; 86,000 tested, 0.16% active;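 active = activation factor of at least 2 for MT1-MMP transcription at 10 µM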
# PLK1 inh = PLK1 (human) kinase inhibition | 97,000 tested, 0.53% active | AID 619 | inhibition, % at 10 µM | recombinant PLK1 kinase, TR-FRET peptide phosphorylation | P53350;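 active = inhibition of 50% or more in the single-concentration screen; inactive = inhibition below 50%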;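 also: 0% = DMSO max control and 100% = H-89 dihydrochloride min control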
# EphB4 ephrin blk = EphB4-ephrin-B2 interaction antagonism | 97,000 tested, 0.15% active | EphB4 LBD / TNYL-RAW-Alexa532 peptide, fluorescence polarization | P54760 | inhibition, % at 7 µM;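 active = inhibition above the screen-wide mean inhibition plus 3 SD, cut at about 15% in these data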;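 also: 0% = DMSO wells and 100% = excess unlabeled TNYL-RAW peptide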
# S1P2 ag = agonists of human S1P2 receptor. O95136. S1P2-expressing cell line, agonist reporter read-out. activation, % at 4.5 µM. 97,000 tested, 0.46% active. AID 729; in the data active = activation above about 16%;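 also: 0% = vehicle low control and 100% = maximal reference agonist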
# Plk1 PBD FP = inhibitors of human Plk1 polo box domain binding; Plk1 PBD phosphopeptide binding, fluorescence polarization; 97,000 tested, 0.13% active; inhibition, %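 (tested at about 20 µM)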; P53350; in the data active = inhibition above about 34%, passing the limit was not always enough
# Starred values were filed as active, the others as inactive; i = inactive; . = no result given.
EphB4 ephrin blk | PLAP activator | MT1-MMP txn act | S1P2 ag | HIV Rev-RRE inh | Plk1 PBD FP | S1P2 antag | FAK blocker | PLK1 inh | SMILES
3 | 1 | 1 | -4 | 3 | 15 | 9 | 1 | -1 | CCOc1ccc2[nH]c(=O)c(CN(CCO)C(=O)c3ccc(F)cc3)cc2c1
-2 | 0.9 | . | -7 | 5 | 0 | 16 | 1 | -11 | Cc1ccccc1OCC(=O)NC(=S)Nc1ccc(N2CCOCC2)c(Cl)c1
-6 | 1.1 | 1.2 | -2 | 4 | -4 | 2 | 0 | -9 | COCCCNC(=O)C1CCC(=O)N1Cc1ccccc1Cl (stereo unspecified)
-10 | 1 | 1.1 | -2 | 3 | 5 | 15 | -1 | -8 | Cc1nnc(NC(=O)c2cccc(F)c2)s1
-5 | . | 1.1 | -1 | 3 | -1 | -8 | 2 | -12 | COC(=O)c1ccsc1NC(=O)CSc1nnnn1Cc1ccccc1
-5 | 1 | 1.2 | -3 | 0 | -9 | -6 | 1 | -2 | COc1cc(C2N(c3cc(C)on3)C(=O)C3CCCN32)cc(OC)c1OC (stereo unspecified)
4 | 1.7 | 0.9 | -8 | 7 | -3 | 1 | 3 | 17 | COc1ccc(C2C(C#N)=C(N)Oc3n[nH]c(C)c32)cc1CSc1ccccn1 (stereo unspecified)
-5 | 1 | 0.9 | -5 | 34 | -25 | 5 | 2 | -14 | COC(=O)CSc1cc(SCC(=O)OC)c(C#N)c(SCC(=O)OC)c1
-1 | 1.1 | 1.2 | -4 | 4 | 28 | -18 | 4 | -8 | CN(C(=O)C1CCCO1)c1nnc(-c2ccccn2)s1 (stereo unspecified)
4 | 0.9 | . | -2 | 6 | 0 | 17 | 3 | -4 | N/C(=N\OC(=O)CCc1ccccc1)c1ccc(Br)cc1
1 | 1.6 | 1.1 | -3 | 5 | 13 | 10 | -6 | 5 | CCCN1CCN(C(c2cc3cc(OCC)ccc3[nH]c2=O)c2nnnn2C2CCCCC2)CC1 (stereo unspecified)
6 | . | 1 | -2 | 9 | -25 | -4 | 4 | -13 | COc1ccccc1C1c2c(oc3ccc(Cl)cc3c2=O)C(=O)N1c1cc(C)on1 (stereo unspecified)
4 | 1.1 | 1.2 | -8 | 4 | -8 | 21 | 0 | -4 | COC(=O)c1ccccc1NC(=O)c1cnc2sccn2c1=O
3 | 1 | . | -7 | 5 | 9 | -16 | 2 | -14 | CCOC(=O)c1sc(NC(=O)c2ccccc2)cc1C
-11 | 1.2 | . | 7 | 9 | -21 | -7 | 22* | -6 | CCOC(=O)c1ccc(Nc2nc(-c3cccnc3)nc3ccccc23)cc1
4 | 1 | 1.3 | -5 | 10 | -18 | -5 | 1 | -4 | Cc1ccc(NC(=O)Cn2cnc3c(=O)n(C)c(=O)n(C)c32)c(C)c1
5 | 0.9 | . | -6 | 2 | -2 | 20 | 2 | -13 | COC(=O)CNC(=O)/C=C/c1ccc(OC)cc1
-4 | 1.1 | . | -4 | 5 | 8 | -3 | 0 | -7 | Cc1cccc(NC(=O)CSc2nc3ccccc3o2)c1
7 | 1.2 | 0.9 | -8 | 3 | -10 | 10 | 2 | -6 | COC(=O)c1ccccc1NC(=O)C(CCS(C)(=O)=O)NC(C)=O (stereo unspecified)
4 | 1.1 | 1.2 | -6 | 1 | -4 | 10 | 4 | -5 | CCN(CC(=O)N1CCCCCC1)S(=O)(=O)c1ccc(Cl)cc1
10 | 1 | 1 | -1 | 5 | -3 | -17 | -1 | -17 | O=S(=O)(Cc1ccc(Cl)cc1)N1CCN(Cc2ccccc2)CC1
-4 | 1.2 | 1.2 | -5 | 3 | -7 | 8 | 2 | -10 | CCOC(=O)c1cccc(NS(=O)(=O)c2ccc(NC(C)=O)cc2)c1
2 | 1 | 1.1 | -2 | -1 | 6 | -8 | -4 | -11 | CCn1c(SCC(=O)Nc2ccc(NC(=O)c3cccs3)cc2)nnc1-c1cccnc1
4 | 1 | 1.9 | -4 | 4 | -2 | 6 | -1 | -7 | CC(C)CNS(=O)(=O)c1ccc(C(=O)Nc2ccc3c(c2)OCCO3)cc1
-3 | 0.8 | 1.2 | -3 | 1 | -32 | -19 | -1 | 13 | Cc1ccc(N2CCN(S(=O)(=O)N3CCCCCC3)CC2)cc1Cl
-3 | 1.3 | 1 | -4 | 5 | -2 | 5 | -1 | -11 | CSc1cccc(NS(=O)(=O)c2ccc3c(c2)oc(=O)n3C)c1
5 | 1.1 | 1.1 | -5 | 7 | 13 | 17 | 7 | -1 | Cn1c(=O)[nH]c(=O)c2c1nc(N1CCC(Cc3ccccc3)CC1)n2Cc1ccccc1
-1 | 0.9 | 1 | -4 | 6 | 36 | -7 | -1 | -6 | Cc1nc2ccc(NC3=NCCCCC3)cc2s1
-5 | 1 | 1.1 | -6 | 4 | -10 | 3 | -9 | -8 | CC(=O)Nc1cccc(N2C(=O)CCC2=O)c1
-6 | 0.9 | . | -9 | 8 | -28 | -1 | 3 | -4 | FC(F)(F)c1cc(C(F)(F)F)c2ccc(N3CCN(c4ccccc4)CC3)nc2n1
3 | 1.5 | 1.3 | -1 | 14 | 0 | -6 | 3 | -7 | C=CCn1c(SCC(=O)OC)nc2sc3c(c2c1=O)CCN(C)C3
-3 | 0.9 | . | -1 | 10 | 23 | 8 | 9 | 45 | O=C(NNc1c2ccccc2nc2ccccc12)c1ccc(O)cc1O
12 | 1 | 1.2 | -3 | 6 | -6 | 12 | -3 | -10 | CS(=O)(=O)N(CC(=O)N1CCN(c2ccc(F)cc2)CC1)C1CCCCC1
6 | . | 1.1 | -2 | 4 | -26 | 17 | -2 | -6 | N#C/C(C(=O)NCc1ccccc1)=C1\SC(CCO)C(=O)N1c1ccccc1 (stereo unspecified)
9 | 1.3 | 1 | -2 | 6 | 1 | 10 | -2 | -4 | CC(c1ccccc1)N1CC(C(=O)N2CCN(c3ccc(F)cc3)CC2)CC1=O (stereo unspecified)
-10 | 0.9 | 1.1 | -3 | -1 | 13 | -33 | -239 | i | Cc1cccc(NC(=O)CSc2ncnc3c2oc2ccccc23)c1
-1 | 0.8 | 1.7 | -7 | 4 | -14 | 4 | -1 | -8 | CC(=O)OCc1nc2ccccc2s1
-2 | 1.5 | 1 | -4 | 39* | 20 | -3 | 0 | -8 | CCOC(=O)c1sc2nc(CC(=O)OC)nc(NCc3ccco3)c2c1C
11 | 0.9 | 1.1 | -5 | 9 | 7 | 7 | -2 | -17 | CCn1c(CC(=O)Nc2ccc(C)c(Cl)c2)nnc1SCCOc1ccc(OC)cc1
5 | 1.3 | 1 | -1 | 4 | -31 | 6 | 6 | -13 | Cc1ccc(NC(=O)CSc2nnc([C@@H]3CCCN3C(=O)OC(C)(C)C)o2)c(C)c1
6 | 1.5 | 1.1 | -2 | 8 | -35 | 33 | 6 | 1 | CCOC(=O)N1CCN(C(=O)C2CCN(c3ncnc4c3sc3cccc(F)c34)CC2)CC1
2 | 0.9 | 1 | -1 | 8 | -11 | 16 | 5 | -25 | COc1ccc(-c2cc(C(F)(F)F)n3nc(C)cc3n2)cc1
0 | 0.9 | 1 | 4 | 2 | 7 | -41 | 0 | -6 | CCC(C)n1cnc2c(=O)oc3ccccc3c21 (stereo unspecified)
-5 | . | 1.1 | 0 | 9 | -16 | -26 | 1 | -13 | Cc1nnc(-n2ncc(C#N)c2N)c2nn(-c3ccccc3F)c(C)c12
-3 | 1.1 | 1.1 | -3 | -8 | -17 | 3 | 9 | -6 | O=C(CSc1ccc(Cl)cc1)c1ccco1

# 5 neighbouring entries already listed, for reference:
EphB4 ephrin blk | PLAP activator | MT1-MMP txn act | S1P2 ag | HIV Rev-RRE inh | Plk1 PBD FP | S1P2 antag | FAK blocker | PLK1 inh | SMILES
6 | 1.5 | 1.1 | -2 | 8 | -35 | 33 | 6 | 1 | CCOC(=O)N1CCN(C(=O)C2CCN(c3ncnc4c3sc3cccc(F)c34)CC2)CC1
2 | 0.9 | 1 | -1 | 8 | -11 | 16 | 5 | -25 | COc1ccc(-c2cc(C(F)(F)F)n3nc(C)cc3n2)cc1
0 | 0.9 | 1 | 4 | 2 | 7 | -41 | 0 | -6 | CCC(C)n1cnc2c(=O)oc3ccccc3c21 (stereo unspecified)
-5 | . | 1.1 | 0 | 9 | -16 | -26 | 1 | -13 | Cc1nnc(-n2ncc(C#N)c2N)c2nn(-c3ccccc3F)c(C)c12
-3 | 1.1 | 1.1 | -3 | -8 | -17 | 3 | 9 | -6 | O=C(CSc1ccc(Cl)cc1)c1ccco1

# One compound at a time, as listed above. Order of screens: EphB4 ephrin blk	PLAP activator	MT1-MMP txn act	S1P2 ag	HIV Rev-RRE inh	Plk1 PBD FP	S1P2 antag	FAK blocker	PLK1 inh
# CCOC(=O)c1sc2nc(CC(=O)OC)nc(NCc3ccco3)c2c1C across the screens: -2	1.5	1	-4	39*	20	-3	0	-8
# CS(=O)(=O)N(CC(=O)N1CCN(c2ccc(F)cc2)CC1)C1CCCCC1 across the screens: 12	1	1.2	-3	6	-6	12	-3	-10
# N#C/C(C(=O)NCc1ccccc1)=C1\SC(CCO)C(=O)N1c1ccccc1 (stereo unspecified) across the screens: 6	.	1.1	-2	4	-26	17	-2	-6
# O=C(NNc1c2ccccc2nc2ccccc12)c1ccc(O)cc1O across the screens: -3	0.9	.	-1	10	23	8	9	45
# CC(c1ccccc1)N1CC(C(=O)N2CCN(c3ccc(F)cc3)CC2)CC1=O (stereo unspecified) across the screens: 9	1.3	1	-2	6	1	10	-2	-4

# Next results
EphB4 ephrin blk | PLAP activator | MT1-MMP txn act | S1P2 ag | HIV Rev-RRE inh | Plk1 PBD FP | S1P2 antag | FAK blocker | PLK1 inh | SMILES
-1 | 1.8 | 1 | -7 | -1 | -9 | -25 | 1 | 2 | COCc1cc(=O)[nH]c(/N=C(\N)Nc2ccccc2C)n1
-5 | 0.9 | 1.1 | -7 | 2 | 10 | -12 | 0 | 63* | Cc1ccc(C(=O)CC2(O)C(=O)N(C)c3ccccc32)o1 (stereo unspecified)
5 | . | 1.8 | -6 | 6 | -2 | -7 | 17 | -11 | CCC1CCc2c(sc(NC(=O)c3ccco3)c2C(N)=O)C1 (stereo unspecified)
6 | 1.7 | 1 | -3 | 14 | 18 | 10 | -6 | -7 | Cc1c(C(=O)N2CCN(c3ccc(C(F)(F)F)cn3)CC2)oc2ccccc12
1 | 1.5 | 1 | -6 | 2 | -14 | 7 | 3 | -14 | COC(=O)c1ccc(Oc2c(C(F)(F)F)oc3c(CN4CCN(C)CC4)c(O)ccc3c2=O)cc1
-3 | 1.3 | . | -3 | 11 | -10 | 12 | 0 | -13 | Cc1ccc(Cl)c(OCCCCN(C)Cc2ccccc2)c1

# The order is random (roughly 3.9% active in at least one column).
